TRHR enhancer: allosterically enhances the human TRH receptor; P34981; TRHR cells, fluo-8 calcium fluorescence, EC20 TRH enhancement; enhancement, % at 2 µM; actives 0.66% (n = 360,000); AID 493056; in the data active = enhancement above about 30%; also: 0% is about no effect
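TRHR-expressing cells loaded with fluo-8 calcium dye were read kinetically (ex 480/em 530) during compound addition, then stimulated with an EC20 of TRH (10 nM final). Enhancement of the Gq-mediated intracellular calcium response was scored.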
D2 antag: D2 dopamine receptor (human) antagonism; P14416; HEK293 TREx D2 cells, calcium flux, dopamine EC80; inhibition, % at 10 µM; actives 2% (n = 340,000); AID 485344; in the data active = inhibition above about 30%; also: 0% is about no effect
Target sequence (P14416 whole entry, looked up): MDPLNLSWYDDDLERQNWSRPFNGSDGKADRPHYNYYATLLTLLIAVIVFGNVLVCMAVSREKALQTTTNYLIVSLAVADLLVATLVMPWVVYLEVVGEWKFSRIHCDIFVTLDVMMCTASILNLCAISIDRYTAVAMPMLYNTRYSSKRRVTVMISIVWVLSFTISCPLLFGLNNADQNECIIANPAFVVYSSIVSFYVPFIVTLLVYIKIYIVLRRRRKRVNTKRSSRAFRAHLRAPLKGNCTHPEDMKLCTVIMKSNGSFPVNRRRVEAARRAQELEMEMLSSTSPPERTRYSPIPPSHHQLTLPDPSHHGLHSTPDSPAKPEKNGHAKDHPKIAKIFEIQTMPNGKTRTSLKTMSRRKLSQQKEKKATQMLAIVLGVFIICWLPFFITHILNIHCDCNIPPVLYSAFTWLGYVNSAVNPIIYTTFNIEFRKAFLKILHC
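Tetracycline-induced HEK293 TREx cells expressing D2 receptor forced-coupled to calcium signalling, loaded with no-wash calcium dye. Compounds added and calcium flux read 180 s, then dopamine added at EC80 and read a further 180 s.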
D1 agonist: activates the human D1 dopamine receptor. P21728. HEK293 T-REx D1 cells, calcium flux, agonist mode. activation, % at 2 µM. actives 1% (n = 360,000); also: 0% is about no effect
Target sequence (P21728 whole entry, looked up): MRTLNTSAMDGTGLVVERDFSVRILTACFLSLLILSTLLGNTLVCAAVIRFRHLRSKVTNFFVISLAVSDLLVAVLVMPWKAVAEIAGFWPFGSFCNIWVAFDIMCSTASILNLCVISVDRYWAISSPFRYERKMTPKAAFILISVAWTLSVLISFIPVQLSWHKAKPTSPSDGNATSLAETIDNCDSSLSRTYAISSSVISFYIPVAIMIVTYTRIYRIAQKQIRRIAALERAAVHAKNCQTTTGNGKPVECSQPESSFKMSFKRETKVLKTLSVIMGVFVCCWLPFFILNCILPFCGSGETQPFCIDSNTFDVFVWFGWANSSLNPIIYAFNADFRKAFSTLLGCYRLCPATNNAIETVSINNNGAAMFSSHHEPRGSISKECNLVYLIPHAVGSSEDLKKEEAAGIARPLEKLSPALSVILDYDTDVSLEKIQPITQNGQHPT
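Inducible HEK293 T-REx D1 cells, force-coupled to calcium signalling, were plated at 4000 cells/well with tetracycline and held overnight at 30 C. After no-wash calcium dye loading, compound-evoked calcium rise over 180 s flagged agonists.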
D1 antagonist: human D1 dopamine receptor antagonism. HEK293 TREx D1 cells, calcium flux, dopamine EC80; stronger effect = lower value. activity change, negative = inhibition, % at 10 µM. actives 3.2% (n = 360,000). AID 504652; in the data active = activity change below about -30%; also: % is scaled to controls: 0 for no effect and ±100 for the full control effect
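Allosteric or orthosteric antagonism assessed as attenuation of the calcium response to EC80 dopamine, added 180 s after compound, in induced HEK293 Trex D1 cells loaded with no-wash calcium dye.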
D2 ag: agonists of human D2 dopamine receptor; P14416; HEK293 T-REx D2 cells, calcium flux agonist mode; activation, % at 2 µM; actives 0.53% (n = 340,000);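 active = activation over 3 SD above normal in the single-dose calcium agonist read, cut at about 30% in these data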; also: 0% is about no effect
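Agonism is scored from calcium flux in a force-coupled, inducible HEK293 cell line expressing D2, read kinetically for 180 s after compound addition against dopamine controls.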
D1 potentiator: human D1 dopamine receptor positive modulation. HEK293 TREx D1 cells, calcium flux, dopamine EC20 potentiation. potentiation, % at 10 µM. P21728. AID 504651. actives 0.036% (n = 360,000); in the data active = potentiation above about 30%; also: 0% is about no effect
RXFP1 antag: RXFP1 (human) relaxin receptor antagonism; Q9HBX9; HEK293-RXFP1, relaxin-stimulated cAMP HTRF, 30 min; stronger effect = lower value; activity change, negative = inhibition, % at 57.5 µM; actives 0.59% (n = 350,000); AID 1259400;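 active = activity change of -60% or lower, but not beyond a set lower limit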; also: % is scaled to controls: 0 for no effect and ±100 for the full control effect
D2 potentiator: positive allosteric modulators of human D2 dopamine receptor | P14416 | HEK293 T-REx D2, calcium flux, EC20 dopamine potentiation | potentiation, % at 10 µM | actives 0.34% (n = 340,000) | AID 485347;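 active = potentiation over 3 SD above the plate norm, cut at about 30% in these data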; also: 0% is about no effect
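Cells plated with tetracycline inducer and held overnight at 30 C; calcium dye loaded 30–90 min at room temperature; baseline taken, compound added and read 180 s; EC20 dopamine then added and read 180 s.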
TRHR agonist: agonists of human TRH receptor; activation, % at 2 µM; P34981; actives 0.18% (n = 360,000); TRHR cells, calcium flux fluo-8, FDSS agonist mode; also: 0% is about no effect
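TRHR-expressing cells loaded with fluo-8 calcium dye; 23 nL library compound pin-transferred, kinetic FDSS fluorescence (Ex 480/Em 530) recorded about 180 s for agonist-induced calcium release, before a 10 nM TRH EC20 addition for potentiator mode.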
An asterisk follows results filed as active; · = not tested or not shown. Rule as the data show it, unless noted: active = activation above about 30%; inactive = the rest. The order is random (roughly 7.1% active in at least one column).

smiles	RXFP1 antag	D2 ag	D1 agonist	TRHR agonist	D1 antagonist	D1 potentiator	TRHR enhancer	D2 antag	D2 potentiator
O=C(COC(=O)c1ccc(Br)o1)NCCc1ccccc1	-23	0.2	2	-1.2	-4	-2	8	-29	-7
CCCCc1c(O)nc(SCC(=O)N2CCCCC2)n(-c2ccccc2C)c1=O	3	-1.0	2	0.1	-7	-7	-1	-13	29
O=C(COc1ccc2c3c(c(=O)oc2c1)CCC3)N[C@@H](Cc1ccccc1)C(=O)O	·	1.3	1	1.0	10	7	4	13	21
N#Cc1c2n(c3c(N)ncnc13)CCCCC2	4	-0.6	3	0.3	5	-2	-4	4	-10
COc1ccccc1/C=C/c1onc(C)c1S(=O)(=O)N1CCC(C(=O)NC2CCCCCC2)CC1	5	·	6	0.8	8	0	1	·	·
Cc1ccccc1CN1C(=O)c2ccccc2Sc2ccc(C(=O)NC3CCCC3)cc21	11	0.4	3	0.6	-9	-1	1	·	-12
CC(C)C1N(C(=O)N2CCOCC2)CCN1S(=O)(=O)c1ccccc1 (configuration not stated)	-1	-0.2	-1	-0.3	-5	5	3	-31	2
COc1ccc(OC)c(NC(=O)Cn2c(CCC(=O)O)ccc2-c2ccc(C)cc2)c1	-11	·	4	-0.1	21	-6	-5	·	·
O=C(C1CCC1)N1CCN(c2ccc(Cl)cc2)CC1	7	·	0	0.0	3	-4	-6	·	·
Cc1nnc(N2C(=O)C(O)=C(C(=O)c3ccco3)C2c2ccc(C(C)(C)C)cc2)s1 (configuration not stated)	-9	2.1	28	8.4	3	-5	-2	-16	5
COc1ccc(-c2ccc(-c3nnn(CC(C)=O)n3)cc2)cc1	-5	-0.4	4	0.2	-1	3	-9	-14	-8
C(=C\c1ccccc1)/CSc1nc2ncccc2[nH]1	5	-0.2	7	0.4	-3	-2	-4	23	2
Cc1cc(=O)[nH]c(N/N=C/c2ccccn2)n1	8	2.4	2	0.5	-7	-1	0	19	0
CCCn1c(NC(=O)C2COc3ccccc3O2)nc2ccccc21 (configuration not stated)	-6	-1.8	-1	0.5	17	10	1	-12	11
CCC(C)(C)NC(=O)C1CC(=O)N(CCc2ccc(F)cc2)C1 (configuration not stated)	1	-1.2	8	0.7	34	-2	9	5	-12
CCc1ccc(N2C(=O)C3NN=C(C(=O)OCc4ccccc4)C3C2=O)cc1 (configuration not stated)	-11	0.0	1	0.0	4	-1	8	19	0
Cc1cccc(CCNC(=O)CC2C(=O)NCCN2Cc2ccccc2C)n1 (configuration not stated)	-13	-2.2	4	0.7	9	-4	2	8	2
CC(=O)c1ccc(N2CCN(c3ccc(S(=O)(=O)NCCN(C)C)cc3[N+](=O)[O-])CC2)cc1	0	3.9	17	2.9	-15	-2	1	8	-5
CCc1ccccc1OCC(=O)OCC(=O)Nc1cc(C)on1	-2	-2.0	0	0.3	-3	·	-2	-29	2
CCN(CC)CCn1c(-c2ccc(C)cc2)nc(=S)c2c1CC(C)(C)OC2	2	-0.4	4	-0.8	-5	4	-5	18	-6
CCN(CC1CCCO1)C(=O)CCc1nnc(CCc2ccc(OC)cc2)o1 (configuration not stated)	-15	0.8	1	0.0	-5	1	0	9	-9
COc1cc(OC)cc(-c2c(-c3cccs3)c3cc(-c4ccc(SC)cc4)ccc3n2C)c1	·	-0.3	0	-0.3	·	-7	0	58*	1
CC12CCC(C(=O)Nc3cccnc3)(CC1=O)C2(C)C (configuration not stated)	3	0.3	3	0.3	-5	-6	2	-15	5
CS(=O)(=O)N(Cc1ccccc1)c1ccc(C(=O)NCCSc2ccccn2)cc1	·	-0.4	4	-0.1	-2	4	2	-4	-13
COc1cc2c(cc1OC)CN(C(=O)COc1ccc(C)c(C)c1)CC2	-2	-0.8	0	0.0	-4	-1	3	-13	4
Fc1ccc(N2CCN(c3ncnc4c3nc3n4CCCC3)CC2)cc1	·	0.2	21	-0.7	-22	-5	-1	·	1
Clc1nnc(N/N=C/c2ccccc2)c2ccccc12	-7	-3.0	3	-0.2	-2	4	-3	1	-5
CCOc1ccccc1NC(=O)CSC1=C(C#N)C(c2ccco2)C(C(=O)Nc2nc3ccccc3s2)=C(C)N1 (configuration not stated)	·	0.8	4	0.9	-12	-6	-5	8	-7
COc1ccc2oc(-c3cccc(NC(=O)c4sc5c([N+](=O)[O-])cccc5c4Cl)c3)nc2c1	·	-1.5	0	-2.0	-5	-1	-3	·	7
O=C(Nc1ccc2sccc2c1)c1ccc(Cl)s1	·	0.0	0	0.0	-15	-10	-6	10	-17
[O-][n+]1c2cc(C(F)(F)F)ccc2c2n1CCN=C2c1ccc(Cl)cc1	·	-1.0	-1	-0.7	-6	5	0	4	4
CC(=O)c1c(C)[nH]c(C2=NNC(=NC(C)(C)C)SC2)c1C	-6	1.7	2	1.4	-33*	-8	0	7	-1
CC(C)c1ccc(N(C(=O)c2ccco2)C(C(=O)NC2CCCC2)c2cccnc2)cc1 (configuration not stated)	-17	-1.2	-4	-0.1	12	-1	2	30	2
COc1ccc(S(=O)(=O)N(CCc2ccccc2)CC(=O)Nc2cc(Cl)ccc2C)cc1	·	1.6	23	3.1	-7	-1	-4	·	-10
CC(=O)NS(=O)(=O)c1ccc(N2C(=O)CC(Sc3nccc(C)n3)C2=O)cc1 (configuration not stated)	1	0.9	4	0.1	18	3	2	-18	11
CCOC(=O)Cc1csc(NC(=S)NC(=O)c2ccccc2)n1	-7	8.9	9	7.9	9	-6	3	-2	-2

Reprinted from the part before: 5 entries; new compounds follow.
smiles	RXFP1 antag	D2 ag	D1 agonist	TRHR agonist	D1 antagonist	D1 potentiator	TRHR enhancer	D2 antag	D2 potentiator
CC(=O)c1c(C)[nH]c(C2=NNC(=NC(C)(C)C)SC2)c1C	-6	1.7	2	1.4	-33*	-8	0	7	-1
CC(C)c1ccc(N(C(=O)c2ccco2)C(C(=O)NC2CCCC2)c2cccnc2)cc1 (configuration not stated)	-17	-1.2	-4	-0.1	12	-1	2	30	2
COc1ccc(S(=O)(=O)N(CCc2ccccc2)CC(=O)Nc2cc(Cl)ccc2C)cc1	·	1.6	23	3.1	-7	-1	-4	·	-10
CC(=O)NS(=O)(=O)c1ccc(N2C(=O)CC(Sc3nccc(C)n3)C2=O)cc1 (configuration not stated)	1	0.9	4	0.1	18	3	2	-18	11
CCOC(=O)Cc1csc(NC(=S)NC(=O)c2ccccc2)n1	-7	8.9	9	7.9	9	-6	3	-2	-2
CCOC(=O)CSC1=C(C#N)C(c2ccc(C)s2)CC(=O)N1 (configuration not stated)	-2	-0.5	3	-0.4	-12	-6	1	4	-8
CCN(Cc1ccccc1)C(=O)/C=C/c1ccccc1[N+](=O)[O-]	-8	-0.9	-1	0.7	4	-1	-8	10	-3
Cc1cc(C(=O)NNC(=O)c2nn(C)c(=O)c3ccccc23)c(C)o1	-6	0.2	3	0.5	12	5	-4	6	-1
Cc1nnc(SCc2nc3ccccc3[nH]2)s1	0	0.2	4	-0.5	9	-5	-5	-10	3
CCCn1c2ccccc2c2cc(C(=O)O)ccc21	·	-0.4	4	0.1	-6	2	-5	18	6
COc1ccccc1CNC(=O)COc1ccc(S(=O)(=O)N2CCOCC2)cc1	-5	0.1	7	-0.1	1	-2	0	-8	-21
COc1ccc2c(c1)[nH]c1c(=O)n(Cc3ccco3)cnc12	·	32*	17	20	-6	-2	-10	1	-18
Cc1ccccc1NC(=O)Cc1nc(COC(=O)c2ccc([N+](=O)[O-])cc2)cs1	-13	0.3	6	-0.5	-19	-4	-9	-1	-12
CC(=O)c1cccc(NC(=O)CCS(=O)(=O)c2ccc3c(c2)n(C)c(=O)c(=O)n3C)c1	-6	0.0	0	1.2	-22	-2	-3	·	27
CS(=O)(=O)N1CCN(C(=O)COc2ccc3ccccc3c2)CC1	-27	0.0	5	0.3	2	-4	-3	11	-4
CCOC(=O)c1ccc(NC(=O)Cn2ncc3c(C)n(Cc4ccccc4F)c(C)c3c2=O)cc1	-15	-0.2	2	0.2	2	-1	3	·	1
Cc1ccc(C)c(N(C(=O)c2csnn2)C(C(=O)NC2CCCC2)c2cccnc2)c1 (configuration not stated)	-6	-0.5	-1	0.2	1	0	-8	-15	-1
CCOC(=O)CN(Cc1ccccc1)C(C(=O)NC1CCCCC1)c1ccccc1 (configuration not stated)	-17	0.3	0	-0.2	1	0	6	·	0
CCOc1ccc(Nc2nc(N)nc(CSC(=S)N3CCOCC3)n2)cc1	0	-1.1	1	-0.5	4	0	6	17	9
O=C(NCc1cccnc1)c1ccc(NC(=O)c2ccc(Br)cc2)cc1	11	-0.7	3	0.2	-28	-17	2	-2	0
CCOc1ccc(C(=O)N(CN2CCCC2=O)c2cccc(Cl)c2)cc1	-12	1.7	4	-0.5	-30	-2	0	-2	8
COC(=O)c1ccc(C(=O)NC2CCCc3c2cnn3-c2cc(F)cc(F)c2)nc1 (configuration not stated)	-24	-0.5	5	-0.7	11	-2	0	-1	-7
Cc1ccc(CC(=O)Nc2cccc(S(=O)(=O)N3CCOCC3)c2)cc1	-14	0.9	2	-0.4	-1	2	-2	-4	-8
CC(C)CN1CN(Cc2ccco2)CNC1=S	·	0.0	1	-0.3	-4	-4	-13	-4	-2
O=C(Nc1cccc(-c2nc3ccccc3o2)c1)c1cc([N+](=O)[O-])ccc1N1CCOCC1	9	1.1	0	3.4	10	-2	-5	·	-3
COc1cc(Br)cc2cc(S(=O)(=O)c3ccccc3)c(=O)oc12	·	0.6	2	0.5	-1	6	-14	·	-2
Cc1cc(OC(F)F)ccc1NC(=O)Nc1ccc([N+](=O)[O-])cc1	-24	0.5	21	5.1	-20	-21	12	23	7
O=C(Nc1nc(-c2ccccn2)cs1)c1cc2ccccc2o1	13	1.6	2	0.1	-8	1	-2	8	-3
CC1CCCC(C)N1CCCNC(=O)c1nn(C)c2c1CSc1ccccc1-2 (configuration not stated)	7	0.0	4	-0.3	-18	-5	8	1	3
CCOC(=O)CSc1nc(-c2ccc(OCC)cc2)cc(C(F)(F)F)c1C#N	-3	1.7	24	3.0	11	-2	3	·	-3
CN(CC(=O)Nc1cccc(F)c1)C(=O)C1CC(=O)N(Cc2ccccc2)C1 (configuration not stated)	4	0.2	4	0.3	-2	-3	10	-1	4
COc1cc(OC)c(/C=N/NC(=O)c2ccc(NC(C)=O)cc2)cc1Br	-12	0.0	4	0.6	-3	-6	-3	-11	3
O=C(Nc1nc(-c2cccs2)c(-c2ccccc2)s1)c1ccco1	-26	0.2	3	-0.3	-3	4	5	-8	4
C/C(=N\NC(=O)c1ccc2c(c1)OCO2)c1ccc(NC(=O)CCCC(=O)O)cc1	1	0.1	0	0.8	-3	0	-3	-7	5
COc1cccc(C(=O)O/N=C(\N)c2ccc(C)cc2)c1	-5	-0.7	4	0.5	-4	-1	-2	-12	13

Assay outcomes deposited in PubChem BioAssay by National Center for Advancing Translational Sciences (NCATS).
